ERp5 inh: blocks human ERp5 reductase activity on insulin; AID 651711; ERp5 insulin aggregation, absorbance 650 nm, 90 min; inhibition, % at 9.99 µM; actives 0.05% (n = 350,000); Q15084;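 active = mean replicate inhibition above about 25%, with every replicate also reaching it, limit read from the data, passing the limit was not always enough; inconclusive = only one of those two criteria met; inactive = neither criterion met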
Target sequence (Q15084 whole entry, looked up): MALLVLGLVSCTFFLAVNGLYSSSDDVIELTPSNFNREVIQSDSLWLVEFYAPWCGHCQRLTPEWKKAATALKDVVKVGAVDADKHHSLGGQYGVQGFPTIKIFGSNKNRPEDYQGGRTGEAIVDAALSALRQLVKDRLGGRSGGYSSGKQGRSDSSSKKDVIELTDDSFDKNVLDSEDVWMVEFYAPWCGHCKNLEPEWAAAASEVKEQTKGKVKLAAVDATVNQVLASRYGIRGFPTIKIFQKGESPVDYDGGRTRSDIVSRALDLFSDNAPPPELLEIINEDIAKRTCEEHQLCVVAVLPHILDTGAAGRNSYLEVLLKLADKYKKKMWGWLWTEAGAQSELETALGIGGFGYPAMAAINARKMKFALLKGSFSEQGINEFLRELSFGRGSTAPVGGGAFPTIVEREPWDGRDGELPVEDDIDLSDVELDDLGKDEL
miR122 inh: miR-122 inhibition in Huh7 cells. actives 0.3% (n = 340,000). AID 602342. Huh7 miR-122 Renilla luciferase sensor, 48 h; neutral wells = 0, positive control = 100. activation (reporter increase), % at 12.5 µM;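 active = mean replicate activation score at least 90 and every replicate individually at or above 90; inconclusive = only one of the two criteria met; inactive = neither criterion met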;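 also: higher luciferase means less miR-122 activity so hits act as miR-122 inhibitors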
C2C12 statin: suppressors of simvastatin-induced myotoxicity in C2C12 myotubes | ATP luminescence, 48 h; scaled: DMSO 0, geranylgeraniol control 100 | rescue of ATP level, % at 7.49 µM | actives 0.78% (n = 330,000);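 active = mean ATP rescue above about 67%, or every replicate alone reaching that limit, limit read from the data, passing the limit was not always enough; inconclusive = no clear call, values can overlap the other calls; inactive = mean under the limit and some replicate under it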;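 also: myotubes were challenged with 10 µM simvastatin during compound exposure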
Cneo AK release: causes C. neoformans cell lysis. lysis activity, % at 15 µM. actives 0.2% (n = 360,000). adenylate kinase release luminescence, 4 h; normalised: neutral wells 0, clomiphene wells 100;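 active = mean lysis activity across replicates of at least 80%, whatever share of replicates individually reach that level; inactive = mean lysis activity below 80%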
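Assay system: log-phase C. neoformans yeast / Quantity: yeast cell density of 5 × 10^6 cells/mL / Medium: fresh YPD growth medium / Compound: single dose / Timing: static 4 h at 37 °C with compound, 1 h detection / Measured by: adenylate kinase release luminescence / Read-out: lysis from increased AK signal / Benchmarks: Clomiphene as positive lysis control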
ARNT-TACC3 inh: ARNT/TACC3 interaction disruption | inhibition, % at 9.99 µM | AlphaScreen His-ARNT PAS-B/GST-TACC3 binding, luminescence; TACC3 fragment carries E629A point mutation | Q9Y6A5 | actives 0.66% (n = 390,000);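 active = mean inhibition of replicates at least 50% and at least half of replicates each reaching 50%; inconclusive = half or more replicates reach 50% but mean below 50%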;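 also: 0% = complete ARNT plus TACC3 wells and 100% = ARNT alone without TACC3; many hits fall short of the cut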
SIRT5 block: sirtuin-5 (human) deacylase inhibition | inhibition, % at 15 µM | actives 1.1% (n = 330,000) | Purified SirT5, succinyl-peptide AMC, trypsin-coupled fluorescence; in the data active = inhibition above about 15%; inconclusive = no clear call, values can overlap the other calls
Target sequence (Q9NXA8 whole entry, looked up): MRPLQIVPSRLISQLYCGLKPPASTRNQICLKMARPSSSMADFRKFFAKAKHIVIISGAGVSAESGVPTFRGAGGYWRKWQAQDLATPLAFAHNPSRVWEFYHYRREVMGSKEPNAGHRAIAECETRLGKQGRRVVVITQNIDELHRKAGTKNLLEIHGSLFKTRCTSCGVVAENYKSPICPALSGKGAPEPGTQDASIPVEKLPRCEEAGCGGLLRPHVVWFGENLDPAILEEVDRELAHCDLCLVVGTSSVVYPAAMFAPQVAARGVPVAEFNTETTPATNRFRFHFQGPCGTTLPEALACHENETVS
esBAF inh: SWI/SNF esBAF complex inhibition; mouse ES cells, Bmi1-luciferase knock-in reporter, 24 h; 100% = twice the neutral-well signal; reporter increase, % at 12.5 µM; actives 2% (n = 350,000); AID 602393; in the data active = activation above about 40%; inconclusive = no clear call, values can overlap the other calls;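 also: 0% = median of the plate's neutral control wells and 100% = double that signal; a rise in the Bmi1 reporter signal indicates esBAF inhibition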
* hit, by the source's call; u = inconclusive; x = no result given; [ ] = remark or other dose.

Second line of a record: ERp5 inh	miR122 inh	C2C12 statin	Cneo AK release	ARNT-TACC3 inh	SIRT5 block	esBAF inh
> COc1ccccc1NC(=O)C1Cc2ccccc2CN1C(=O)c1ccco1 (stereo unspecified)
 : -3	5	13	-1	3	-2	12
> CCOc1ccc(-c2c(C(=O)N/N=C/c3ccoc3)nnn2-c2nonc2N)cc1
 : -2	-1	-19	0	1	-7	2
> Cc1ccc2c(C)c(C(=O)Nc3c(C)n(C)n(-c4ccccc4)c3=O)oc2c1
 : x	1	-9	5	-9	x	-2
> CC1(C#CC[N+]2(C)CCCCC2)CCC2C(O1)c1ccccc1OC2(C)C (stereo unspecified)
 : 5	x	x	3	-1	0	-6
> CCn1c2ccccc2c2cc(NC(=O)CNCc3ccccc3OC)ccc21
 : 1	x	-117	9	-8	0	-18
> COCC#Cc1ccc2c(c1)O[C@@H](CN(C)C(=O)c1ccccc1F)[C@@H](C)CN([C@@H](C)CO)S2(=O)=O
 : 2	24[16.7 µM]	22	-3	-8	0	13
> CC(C)(C)NC(=O)CN(C(=O)CS(=O)CC(=O)Nc1ccc(F)cc1)c1ccc(F)c(Cl)c1 (stereo unspecified)
 : x	-2	41	6	3	x	3
> O=C(CCN1C(=O)c2ccccc2S1(=O)=O)N1CCN(c2cccc(Cl)c2)CC1
 : 2	1	2	-1	3	-2	-4
> CCOc1ccc(C(=O)Nc2nncs2)cc1OCC
 : 1	-2	-17	0	-4	-2	0
> COc1cccc(NC(=O)N(C)C[C@H]2Oc3ncc(C#Cc4ccccc4)cc3C(=O)N([C@@H](C)CO)C[C@H]2C)c1
 : -1	-5[16.7 µM]	30	-4	9	2	4

Brought forward from above: 5 entries, followed by the next part.
Second line of a record: ERp5 inh	miR122 inh	C2C12 statin	Cneo AK release	ARNT-TACC3 inh	SIRT5 block	esBAF inh
> COCC#Cc1ccc2c(c1)O[C@@H](CN(C)C(=O)c1ccccc1F)[C@@H](C)CN([C@@H](C)CO)S2(=O)=O
 : 2	24[16.7 µM]	22	-3	-8	0	13
> CC(C)(C)NC(=O)CN(C(=O)CS(=O)CC(=O)Nc1ccc(F)cc1)c1ccc(F)c(Cl)c1 (stereo unspecified)
 : x	-2	41	6	3	x	3
> O=C(CCN1C(=O)c2ccccc2S1(=O)=O)N1CCN(c2cccc(Cl)c2)CC1
 : 2	1	2	-1	3	-2	-4
> CCOc1ccc(C(=O)Nc2nncs2)cc1OCC
 : 1	-2	-17	0	-4	-2	0
> COc1cccc(NC(=O)N(C)C[C@H]2Oc3ncc(C#Cc4ccccc4)cc3C(=O)N([C@@H](C)CO)C[C@H]2C)c1
 : -1	-5[16.7 µM]	30	-4	9	2	4
> CSCCC(NC(N)=O)C(=O)NCC1CCCCC1 (stereo unspecified)
 : x	-2	127*	2	-6	x	-6
> CCN(CC)c1ccc(NC(=O)Nc2ccccc2C(F)(F)F)cc1
 : x	-1	-4	2	0	x	u
> O=C(C[C@H]1C=C[C@H](NC(=O)Nc2cc(F)ccc2F)[C@H](CO)O1)NCc1ccc2c(c1)OCO2
 : -2	x	-2	2	x	12	-1
> CC(C)N(Cc1ccccc1)C(=O)COC(=O)c1ccc(S(=O)(=O)N2CCOCC2)cc1
 : 6	-3	6	0	2	0	3
> CC(C)(C)NC(=S)N/N=C/c1cccnc1
 : 4	x	x	x	0	-25	x
> C[C@H]1CCCCO[C@H](CN(C)C(=O)Nc2ccc3c(c2)OCO3)[C@@H](C)CN([C@@H](C)CO)C(=O)c2cc(NC(=O)c3ccccc3)ccc2O1
 : -3	1[16.7 µM]	x	-2	3	0	1
> C[C@H](CO)N1C[C@H](C)[C@H](CN(C)C(=O)Nc2ccccc2)OCCCC[C@H](C)Oc2ccc(NC(=O)Nc3ccc(F)cc3)cc2C1=O
 : 4	-4[16.7 µM]	x	5	-3	3	3
> COc1ccc(NC(=O)CN(C)C(=O)CNC(=O)c2sc3ccccc3c2Cl)cc1
 : 1	-1	-6	1	-1	-3	51*
> Cn1c(CO)cnc1SCc1ccc(Cl)cc1
 : x	0	14	0	-1	x	21
> O=C(Cn1nc(-c2ccccc2)ccc1=O)NCC1COCCO1 (stereo unspecified)
 : x	0	14	0	0	x	-4
> Cc1ccccc1C(=O)c1cccn1CC(=O)NC(C)c1ccccc1 (stereo unspecified)
 : -10	2	10	24	-2	-3	-5
> CC(C)c1ccccc1NC(=O)CSc1n[nH]c(=O)n1C1CC1
 : x	-8	17	0	-4	4	-4
> Cc1ccccc1S(=O)(=O)N1[C@H](CO)[C@H](c2ccccc2)[C@@H]1C#N
 : 1	x	-9	-2	-19	3	2
> CC(=O)NNc1nc(-c2ccccc2)cs1
 : 5	x	x	x	5	-1	x
> O=C(NC1CCCCC1)C(Cc1ccccc1)NS(=O)(=O)c1cccs1 (stereo unspecified)
 : x	9	6	0	32	x	-1
> COc1ccc(/C=N/NC(=O)COc2ccccc2-c2ccccc2)cc1
 : -7	129*	x	3	x	-2	x
> Cc1cc(C)cc(-n2c(C)nc3cc(C(=O)O)ccc32)c1
 : 6	x	x	x	-4	-1	x
> O=C(NCCC(=O)N1CCN(c2ncccn2)CC1)c1ccccc1
 : x	2	-14	-1	-22	x	-4
> CC1(NC(=O)CC(c2ccccc2)(c2ccccc2)c2ccccc2)CCN(Cc2ccc(-c3ccccc3)cc2)C1=O (stereo unspecified)
 : -3	-7	22	2	-2	x	-2
> CC1(C)Cc2c(cnn2-c2ccc(F)cc2)C(NC(=O)Cn2cncn2)C1 (stereo unspecified)
 : -1	53	7	0	9	-2	2
> CC(C)[C@H](NC(=O)[C@H](Cc1ccccc1)n1c(=O)[nH]c2ccccc2c1=O)C(=O)N1CCC[C@@H]1C(=O)O
 : 5	-3	-5	1	-8	x	-4
> COc1ccccc1NS(=O)(=O)c1ccc(C)c(C(=O)NCC(c2ccco2)N(C)C)c1 (stereo unspecified)
 : 8	x	8	2	0	0	2
> Cc1ccc2c(C)[nH]c(=O)cc2c1
 : x	2	x	2	-4	x	5
> COc1ccc(NC(=O)N(C)C[C@H]2Oc3ccc(NC(=O)NC(C)C)cc3CC(=O)N([C@@H](C)CO)C[C@@H]2C)cc1
 : 10	9[16.7 µM]	40	-7	x	0	-5
> c1ccc(Cn2nnnc2CN2CCCC2)cc1
 : x	1	-2	-2	-30	x	1
> COCCNC(=O)c1cccc(OC2CCN(Cc3ccc(C(C)C)cc3)CC2)c1
 : -2	-3	13	-3	23	1	-9
> Clc1cccc(-c2ccc(CNCc3ccccn3)o2)c1
 : 4	7	-4	3	74*	-4	-7
> S=C(NCc1ccccc1)NCc1ccccc1Cl
 : 4	56	x	13	x	-3	x
> CC(=O)Nc1nc2ccc(S(=O)(=O)N3CCCCC3)cc2s1
 : 0	5	-3	3	-4	2	-5
> Cc1onc(-c2cccc(Cl)c2Cl)c1C(=O)O/N=C(\N)c1ccc([N+](=O)[O-])o1
 : 7	-1	x	3	-3	x	x
> Cc1ccc(NC(=O)c2ccc(OC(=S)N3CCOCC3)cc2)cc1
 : x	-1	-56	4	-6	x	33
> NC(=O)c1nc(C(=O)N2CCCCC2)c2ccccc2n1
 : 0	-1	9	0	-6	x	1
> Cc1c(NC(=O)COc2cccc(F)c2)c(=O)n(-c2ccccc2)n1C
 : 1	-8	3	1	x	-3	-4
> CCN(C[C@H]1N[C@@](Cc2ccccc2)(C(=O)OC)[C@H]2C(=O)N(C)C(=O)[C@@H]12)S(=O)(=O)c1ccc(OC(F)(F)F)cc1
 : -2	6	-27	1	-2	6	-3
> Cc1cccc(C)c1Nc1nnc(SCC(=O)c2ccc(Br)s2)s1
 : 4	x	x	x	-3	2	x
> CC12c3ccccc3C(c3ccccc31)C1C(=O)N(c3ccncc3)C(=O)C12 (stereo unspecified)
 : 1	2	-4	0	-6	-2	-7
> CC(NC(=O)CCc1nnc(-c2ccc(-c3ccccc3)cc2)o1)c1nc2ccccc2[nH]1 (stereo unspecified)
 : -8	x	x	x	-8	-7	x
> C=CCOc1ccc(/C=C2\C(=N)N3N=C(S(=O)(=O)CC)SC3=NC2=O)cc1OC
 : 0	5	x	0	-6	9	x
> CCOC(=S)SCC(=O)Nc1ncc(C)s1
 : 1	x	x	x	2	-1	x
> COc1ccc(OCCCC(=O)Nc2cc(S(=O)(=O)N3CCCCC3)ccc2OC)cc1
 : -4	2	4	-1	0	-2	-4
> CN(C)C(=O)c1cccc(-c2cnc3c(NC=O)cc(-c4ccccc4F)cn23)c1
 : 2	-6	32	0	x	-3	2
> CC(C)Cc1cc(CN2CCCC(CO)(Cc3cccc(Cl)c3)C2)[nH]n1 (stereo unspecified)
 : 4	21	-5	x	2	-1	1
> C[C@H]1CN([C@@H](C)CO)C(=O)c2cc(NC(=O)Cc3ccccc3)ccc2O[C@@H]1CN(C)CC1CCCCC1
 : -1	-9[16.7 µM]	13	-3	-3	-1	2
> OC[C@H]1[C@@H](c2ccc(-c3cccnc3)cc2)[C@@H]2CN(Cc3ccccn3)CCCCN12
 : -1	5[16.7 µM]	0	-1	17	-2	0
> O=C(NCN1CCN(c2ccccn2)CC1)c1cnccn1
 : x	-10	5	1	x	x	-1
> O=C(NC1CCCCC1)C(c1ccncc1)N(C(=O)c1ccco1)c1ccc(F)cc1 (stereo unspecified)
 : 2	x	-1	7	3	-2	2
> O=C(CNc1cccc(Cl)c1)c1ccc(Cl)cc1
 : x	x	-5	-2	-3	x	5
> CC(C)=CC(=O)OCC(=O)Nc1nc(C)c(Cl)cc1Cl
 : x	-20	x	x	-1	x	-1
> Cc1ccc(-n2c(=O)cc(N3CCC(C)CC3)[nH]c2=O)cc1
 : x	-4	x	1	0	x	x
> Cc1ccc(C)c(N2CCN(S(=O)(=O)c3ccc4c(c3)oc(=O)n4C)CC2)c1
 : x	3	30	-1	4	x	2

Additional entries:
Second line of a record: ERp5 inh	miR122 inh	C2C12 statin	Cneo AK release	ARNT-TACC3 inh	SIRT5 block	esBAF inh
> CCOc1cc(S(=O)(=O)NCc2ccccc2)ccc1F
 : x	59	28	0	-7	x	-2
> CC(=O)c1ccc(NC(=O)CC23CC4CC(C2)CC(n2nnc(C)n2)(C4)C3)cc1
 : 4	3	-8	x	4	4	-1
> Cc1ccc(NC(=O)CSc2nc3sc(C)cc3c(=O)n2C)cc1
 : 2	x	6	2	0	0	-7
> Cc1ccc(OCCn2cc(/C=N/NC(=O)c3ccncc3)c3ccccc32)cc1
 : x	0	7	0	15	x	2
> OCCC1CN(C2CCSCC2)CCN1C1CCCC1 (stereo unspecified)
 : -3	x	x	x	1	-1	x
> CC1CCCC(C)N1C(=O)COC(=O)c1n[nH]c(=O)c2ccccc12 (stereo unspecified)
 : 1	-7	13	3	-5	1	-2
> O=C1COc2ccc(C(=O)NCc3ccc4c(c3)OCO4)cc2N1
 : x	-3	x	5	0	x	-10
> COc1ccc(NC(=O)c2ccc(CN(c3cc(Cl)ccc3C)S(=O)(=O)c3ccccc3)cc2)cc1OC
 : x	-4	-24	0	-6	x	-15
> CC(C)NC(=O)c1cc(C2CCCCN2C(=O)c2cc(C(C)(C)C)nn2C)on1 (stereo unspecified)
 : 3	-11	0	0	x	-1	8
> COC(=O)c1cn(NC(=O)c2ccc3c(c2)OCO3)c(=O)c2ccccc12
 : x	-2	-1	0	-5	x	8
> CCCCN(CCCNC(=O)C1CCN(S(=O)(=O)N2CCOCC2)CC1)Cc1ccccc1
 : x	-3	3	3	-14	x	-2
> CCCSc1nc2ccccc2n1CC(=O)O
 : 4	-4	-6	x	1	2	-5
> CCn1c(N2CCN(C(=S)Nc3ccc(OC)cc3)CC2)nc2ccccc21
 : 4	-7	4	0	4	-5	-5
> O=C(C1CCC(CNc2nc(=S)[nH]c3ccccc23)CC1)N1CCN(c2ccc(F)cc2)CC1 (stereo unspecified)
 : 2	x	x	x	3	1	x
> COc1ccccc1S(=O)(=O)N[C@@H]1C=C[C@@H](CC(=O)N2CCOCC2)O[C@H]1CO
 : -6	x	2	7	-7	-2	-6
> COc1ccc(S(=O)(=O)N(C)C[C@H]2OCCCC[C@H](C)Oc3ccc(NC(=O)Nc4ccc5c(c4)OCO5)cc3C(=O)N([C@H](C)CO)C[C@H]2C)cc1
 : 4	15[16.7 µM]	-48	0	-8	2	2

Assay outcomes: PubChem, Broad Institute
